Screening results from PubChem BioAssay.
GPR35 arrestin U2OS = GPR35 antagonists blocking zaprinast-driven arrestin recruitment, primary screen, imaging, U2OS, beta-arrestin-GFP, zaprinast agonist (AID 2058); one-dose inhibition, % at 10 µM; IC50 in µM for titrated hits; hit rate 0.052% among 290,000; G-protein coupled receptor 35 (Homo sapiens); U2OS GPR35 beta-arrestin-GFP translocation imaging, zaprinast antagonism; higher % means a stronger effect;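 active = inhibition of at least 50% with at least 30 cells and total cytoplasm GFP at most 10,000,000; inconclusive = under 30 cells or total GFP of 10,000,000 plus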
GPR55 LPI antagonism = GPR55 antagonists blocking LPI-driven arrestin recruitment, primary screen, imaging, U2OS, beta-arrestin-GFP, LPI agonist (AID 2013); U2OS GPR55 beta-arrestin-GFP translocation imaging, LPI antagonism; higher % means a stronger effect; inhibition, % at 10 µM; hits with a dose series show IC50 in µM; hit rate 0.13% among 290,000;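 active = spots per cell inhibited over 60%, with over 100 cells counted and total cytoplasm intensity under 500,000; inconclusive = wells with under 100 cells, flagged as likely toxic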;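 also: U2OS cells stably carrying GPR55 and arrestin-GFP stimulated by 5 µM LPI near EC80; imaged beta-arrestin-GFP aggregate spots per cell after agonist stimulation; plate controls were LPI-stimulated DMSO wells for no effect and DMSO wells without LPI for full effect; some results filed as inactive read as strong as hits; confirmed hits need IC50 under 10 µM and bright autofluorescent wells are also inconclusive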
PhoP inhibition = inhibitors of PhoP regulon expression, primary screen, Salmonella Typhimurium, GFP reporter (AID 1863) | S. Typhimurium PhoP-regulated promoter GFP reporter, 4 h; higher % means a stronger effect | one-dose inhibition, % at 50 µM; IC50 in µM for titrated hits | hit rate 0.16% among 300,000;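 active = inhibition over 29.93%, a cutoff 3 SD above the screen mean, later confirmed by dose response; inconclusive = inhibition over 29.93% but no dose response follow-up; inactive = inhibition at most 29.93% or unconfirmed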;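 also: 0% = low Mg2+ inducing control and 100% = high Mg2+ repressing control; strong numbers were not always called active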
Rac1 GTP hydrolysis = MgcRacGAP GTPase-activating activity inhibitors, confirmation, biochemical, ADP Hunter fluorescence; Rac GTPase-activating protein 1 (Homo sapiens); inhibition, % at 30 µM; hits with a dose series show IC50 in µM; MgcRacGAP-stimulated Rac1 GTP hydrolysis, ADP Hunter fluorescence; higher % means a stronger effect; GST-tagged Rac1 F28L mutant substrate; AID 624330, 2012; hit rate 0.6% among 340,000;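 active = first-screen hits whose inhibition reached a set limit at any dose in the follow-up dose series; inconclusive = inhibition above the set first-screen limit but never retested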;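 also: fluorescence reports GDP produced by GAP-driven GTP hydrolysis; strong numbers were not always called active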
RSV antiviral HEp-2 = RSV antiviral activity via CPE protection, HEp-2 cells, primary 10 µM value included (AID 2391); HEp-2 cells, RSV-induced CPE inhibition; higher % means a stronger effect; CPE inhibition, % at 10 µM; hits with a dose series show IC50 in µM; hit rate 0.13% among 310,000; in the data active = a potency from the dose series; inconclusive = CPE inhibition mostly from about 23% at the one dose, without a potency; inactive = the rest, 99 in 100 with CPE inhibition below about 21%; also: strong numbers were not always called active
SV40 large T antigen = SV40 large T antigen inhibitors, biochemical (AID 1903); SV40 large T antigen ATPase/helicase inhibition assay; higher % means a stronger effect; hit rate 0.39% among 310,000; inhibition, % at 20 µM; hits with a dose series show IC50 in µM; in the data active = a potency from the dose series; inconclusive = inhibition mostly from about 32% at the one dose, without a potency; inactive = the rest, 99 in 100 with inhibition below about 32%; also: strong numbers were not always called active
Dengue-2 NS5 capping = Dengue-2 NS5 methyltransferase inhibitors, primary screen, biochemical, confirmation dose response (AID 588689) | Dengue-2 NS5 methyltransferase capping enzyme assay, biochemical; higher % means a stronger effect | hit rate 0.3% among 340,000 | inhibition, % at 25 µM, or IC50 in µM where a hit was titrated; in the data active = a potency from the dose series; inconclusive = inhibition above about 29% without an active follow-up result
UTI89 phage lysis = inhibition of K1F phage lysis, E. coli UTI89, bacterial capsule biogenesis inhibitors, alamar blue (AID 488966); E. coli UTI89 K1F phage lysis, alamar blue, 2 h; higher % means a stronger effect; one-dose inhibition, % at 100 µM; IC50 in µM for titrated hits; hit rate 0.02% among 340,000;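 active = phage lysis inhibition, versus mean bacterial control, above a set limit; inconclusive = no clear call, values can overlap the other calls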;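 also: capsule biogenesis inhibitors block K1F phage lysis so surviving cells raise fluorescence; higher fluorescence means more inhibition of phage lysis; actives were called in the ten point dose series up to 300 µM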
HIV peptide binding = inhibitors of HIV fusion peptide binding, primary screen, biochemical, uHTS, fluorescence dequenching (AID 1986); cell-free peptide binding, fluorescence dequenching, 30 min; higher % means a stronger effect; one-dose inhibition, % at 20 µM; IC50 in µM for titrated hits; hit rate 0.3% among 290,000; in the data active = inhibition mostly above about 52%, no sharp cut-off; inactive = mostly below about 76%; also: some results filed as inactive read as strong as hits
Dengue-2 NS5 capping pilot replicate = recorded beside Dengue-2 NS5 capping, whose call it bears; inhibition, %; measured here: pilot screen replicate inhibition
* = called active by the depositor; ? = inconclusive; · = no result given; & = joins results of further samples; [ ] = another dose, or the depositor's remark. Rows are unselected; any-hit rate near 1.5%.

SMILES	GPR35 arrestin U2OS	GPR55 LPI antagonism	PhoP inhibition	Rac1 GTP hydrolysis	RSV antiviral HEp-2	SV40 large T antigen	Dengue-2 NS5 capping	UTI89 phage lysis	HIV peptide binding	others
CCCOc1ccc(N2CC(C(=O)Nc3ccc(N4CCOCC4)cc3)CC2=O)cc1 (configuration not stated)	-10%	11%	3%	4%	-2.0%	1%	-5%	-0.3%	1.3%
O=C(NC(NC(=O)c1c(F)cccc1F)c1ccc([N+](=O)[O-])cc1)c1c(F)cccc1F	1%	10%	0%	9%	4.8%	11%	-7%	0.1%	-2.2%
Cc1nc(N2CCC(C)CC2)c2c(C)c(C(=O)Nc3cc(F)ccc3C)sc2n1	25%	4%	-5%	11%	1.5%	20%	-2%	0.5%	-1.8%
O=C(Cc1nnc(NC(=O)c2ccccc2)s1)N/N=C/c1ccco1	0%	6%	6%	9%	0.9%	11%	4%	0.3%[50 µM]	58%
CCC(CO)Nc1ncnc2c1cnn2-c1ccc(OC)cc1 (configuration not stated)	-15%	22%	-2%	5%	2.2%	18%	1%	-0.5%	-0.5%
O=C(CN(C(=O)c1csnn1)c1ccccc1F)NCc1ccccc1	2%	-4%	2%	1%	2.9%	-5%	-3%	0.0%	-1.6%
CCN=c1scc(-c2ccc3c(c2)NC(=O)CO3)n1N=C1CCCC1	-6%	-9%	-6%	0%&9%	12%	10%	-23%&-13%	1.0%&1.6%	-2.0%
CC1=C(C(=O)OC(C)C)C(c2cccc(F)c2)N2C(=O)C(C)SC2=N1 (configuration not stated)	-11%	2%	14%	9%	2.2%	-1%	1%	0.2%	-0.1%
COC(=O)N/N=C/c1cc(C)n(-c2ccc(F)cc2)c1C	-1%	10%	-6%	-1%	0.2%	22%	1%	-5.1%	2.1%
COc1ccc(N2CCN(c3ncccn3)CC2)cc1	2%	2%	7%	83µM*	2.9%	25%	4%	0.1%	-2.3%
CN(CCc1ccccc1)C(=O)CCc1nnc(Cc2ccc3c(c2)OCO3)o1	7%	20%	-3%	7%	0.9%	5%	-1%	-0.1%	-1.6%
CCCCc1c(O)nc(SCC(=O)N2CCCCC2)n(-c2ccccc2C)c1=O	-4%	4%	14%	7%	-0.1%	5%	-7%	0.9%	-1.9%
O=C(CSc1nnc(Cc2ccccc2)o1)NC1CC2CCC1C2 (configuration not stated)	6%	0%	2%	13%	1.4%	5%	7%	0.0%	0.3%
Cc1cc2n(n1)C(c1ccc3c(c1)OCO3)Nc1ccccc1-2 (configuration not stated)	-10%	14%	1%	2%	3.9%	0%	-9%	-0.6%	0.6%	Dengue-2 NS5 capping pilot replicate=-1.2
COc1cccc(N2CCN(C(=S)NCCc3ccccc3)CC2)c1	15%	7%	3%	6%	1.9%	12%	-3%	-2.1%	-2.0%
CN1C(=O)c2ccccc2N(C)C1c1cccs1 (configuration not stated)	-10%	1%	27%	2%	0.6%	3%	·	0.7%	-0.3%
COc1ccc(S(=O)(=O)N2CCN(CC(=O)Nc3ccc(F)c(F)c3)CC2)cc1	6%	1%	0%	8%	1.8%	-2%	-1%	0.2%	0.1%
COc1cc(/C=N/NC(=O)c2ccc(CSc3nc4ccccc4[nH]3)cc2)cc(OC)c1OC	9%	-4%	5%	6%	1.0%	4%	4%	0.8%	-2.3%
CCOC(=O)c1cccc(NC(=O)c2cccnc2)c1	2%	-16%	-5%	7%	0.2%	5%	2%	5.8%	-1.9%
O=C(NCCc1c[nH]c2ccccc12)c1c(Cl)nc2sccn12	5%	8%	1%	9%	0.4%	5%	3%	1.3%	-0.8%
O=C(c1ccco1)N1CCN(C(=O)c2cnn(-c3ccc(Cl)cc3)c2C2CCNCC2)CC1	-9%	17%	-8%	8%	-0.1%	18%	-10%	0.3%	-0.6%
CC(=O)c1c(Cl)nc2ccc(Br)cc2c1-c1ccccc1	8%	7%	-5%	8%	1.0%	12%	-1%	0.1%	2.2%	Dengue-2 NS5 capping pilot replicate=-4.0
Cc1ccc(SCC(=O)NC2CC3CCC(C2)N3C)cc1 (configuration not stated)	8%	-3%	-7%	5%	2.9%	5%	8%	0.8%	0.1%
O=C(NCCCC(NC(=O)OCc1ccccc1)C(=O)O)OCc1ccccc1 (configuration not stated)	2%	8%	-4%	-1%	0.8%	8%	2%	1.9%	0.5%
CC(Oc1ccc2c3c(c(=O)oc2c1)CCCC3)C(=O)NCCCn1ccnc1 (configuration not stated)	12%	3%	1%	7%	-0.2%	10%	-11%	0.0%	-1.7%
CC12c3ccccc3C(c3ccccc31)C1C(=O)N(Cc3cccnc3)C(=O)C12 (configuration not stated)	0%	11%	2%	9%	2.0%	4%	2%	2.8%	-4.2%
CC(=O)c1cc(F)ccc1OCC(=O)N1CCCc2ccccc21	5%	3%	-5%	5%	2.0%	2%	-7%	0.1%	0.0%
Cc1ccc(OCCC(=O)OCC(=O)NC(=O)NC2CCCCC2)cc1	·	·	-5%	2%	-1.6%	0%	-9%	-1.0%[50 µM]	·
COc1cccc(NC(=O)Nc2ccc3c(c2)CCC3)c1	10%	-9%	-6%	-1%	?	5%	-12%	0.3%	1.5%
CCc1ccc(-c2nc(SCC(=O)NC3CCS(=O)(=O)C3)n[nH]2)cc1 (configuration not stated)	·	·	-8%	3%	-1.9%	11%	-7%	1.1%[50 µM]	·
CC(C)(C)OC(=O)NCCCC[C@H](NC(=O)c1nc[nH]c1C(=O)NCC(=O)OCc1ccccc1)C(=O)OC(C)(C)C	4%	24%	5%	5%	1.2%	-8%	-6%	1.5%	1.4%
O=C(COC(=O)c1nc(Cl)ccc1Cl)NC1CCCCCC1	·	·	4%	-4%	-0.2%	10%	-6%	1.2%[50 µM]	·
O=C1OC2(CCCC2)OC(=O)C1=Cc1c[nH]c2ccccc12	14%	9%	8%	10%	-0.6%	3%	-71%	0.2%	20%
O=C(O)COCC(=O)Nc1ccc(-n2nc(C(F)(F)F)cc2-c2cccs2)cc1	-5%	-4%	1%	·	2.8%	-5%	·	·	5.7%
CCOC(=O)c1cc(NC(=O)/C=C\C(=O)O)ccc1Cl	-2%	2%	3%	-16%	0.0%	1%	-2%	-0.4%	-2.3%
Cn1c(N)c(C(=O)CSc2n[nH]c(-c3ccccc3)n2)c(=O)n(C)c1=O	·	·	·	2%	-0.5%	·	-1%	0.3%[50 µM]	·
Cc1cc(C)cc(NC(=S)N2CCN(c3ncccn3)CC2)c1	0%	8%	1%	2%	1.4%	15%	3%	0.1%	-0.9%
CC(CC12CC3CC(CC(C3)C1)C2)NCc1ccccc1O (configuration not stated)	-2%	57%	15%	11%	3.6%	14%	1%	0.4%	-0.9%
Cc1sc2ncn(CC(=O)N3CCC(C(N)=O)CC3)c(=O)c2c1S(=O)(=O)N1CCOCC1	2%	5%	-3%	3%	3.4%	9%	-4%	0.0%	0.8%
O=C(NC(=S)Nc1ccc2[nH]c(=O)[nH]c2c1)c1ccccc1[N+](=O)[O-]	1%	-14%	9%	9%	0.2%	-4%	-5%	0.9%[50 µM]	-1.9%
CCn1nc(NC(=O)Cc2ccc(OC)cc2)c2cc3cccc(C)c3nc21	2%	14%	-12%	-7%	5.2%	12%	-12%	-1.7%	0.9%
CN1CCN(c2nc(-c3ccncc3)nc3ccccc23)CC1	3%	-2%	1%	16%	2.5%	6%	-5%	2.9%	0.7%
N#CC1=C(N)Oc2cc(N)ccc2C1C1CCCCC1 (configuration not stated)	-11%	-8%	-4%	-7%	0.7%	-1%	-9%	1.6%	-2.4%

An excerpt from above in order of SMILES length, smallest number first.
SMILES	GPR35 arrestin U2OS	GPR55 LPI antagonism	PhoP inhibition	Rac1 GTP hydrolysis	RSV antiviral HEp-2	SV40 large T antigen	Dengue-2 NS5 capping	UTI89 phage lysis	HIV peptide binding	others
N#CC1=C(N)Oc2cc(N)ccc2C1C1CCCCC1 (configuration not stated)	-11%	-8%	-4%	-7%	0.7%	-1%	-9%	1.6%	-2.4%
O=C(COC(=O)c1nc(Cl)ccc1Cl)NC1CCCCCC1	·	·	4%	-4%	-0.2%	10%	-6%	1.2%[50 µM]	·
CCOC(=O)c1cc(NC(=O)/C=C\C(=O)O)ccc1Cl	-2%	2%	3%	-16%	0.0%	1%	-2%	-0.4%	-2.3%
Cc1cc(C)cc(NC(=S)N2CCN(c3ncccn3)CC2)c1	0%	8%	1%	2%	1.4%	15%	3%	0.1%	-0.9%
O=C1OC2(CCCC2)OC(=O)C1=Cc1c[nH]c2ccccc12	14%	9%	8%	10%	-0.6%	3%	-71%	0.2%	20%
CCn1nc(NC(=O)Cc2ccc(OC)cc2)c2cc3cccc(C)c3nc21	2%	14%	-12%	-7%	5.2%	12%	-12%	-1.7%	0.9%
O=C(O)COCC(=O)Nc1ccc(-n2nc(C(F)(F)F)cc2-c2cccs2)cc1	-5%	-4%	1%	·	2.8%	-5%	·	·	5.7%
O=C(NC(=S)Nc1ccc2[nH]c(=O)[nH]c2c1)c1ccccc1[N+](=O)[O-]	1%	-14%	9%	9%	0.2%	-4%	-5%	0.9%[50 µM]	-1.9%
Cc1sc2ncn(CC(=O)N3CCC(C(N)=O)CC3)c(=O)c2c1S(=O)(=O)N1CCOCC1	2%	5%	-3%	3%	3.4%	9%	-4%	0.0%	0.8%
CC(C)(C)OC(=O)NCCCC[C@H](NC(=O)c1nc[nH]c1C(=O)NCC(=O)OCc1ccccc1)C(=O)OC(C)(C)C	4%	24%	5%	5%	1.2%	-8%	-6%	1.5%	1.4%

Quoted at random: two compounds from above, in no set order.
SMILES	GPR35 arrestin U2OS	GPR55 LPI antagonism	PhoP inhibition	Rac1 GTP hydrolysis	RSV antiviral HEp-2	SV40 large T antigen	Dengue-2 NS5 capping	UTI89 phage lysis	HIV peptide binding	others
O=C(COC(=O)c1nc(Cl)ccc1Cl)NC1CCCCCC1	·	·	4%	-4%	-0.2%	10%	-6%	1.2%[50 µM]	·
O=C1OC2(CCCC2)OC(=O)C1=Cc1c[nH]c2ccccc12	14%	9%	8%	10%	-0.6%	3%	-71%	0.2%	20%
